Screening results: PubChem BioAssay, several laboratories
UTI89 phage lysis = inhibition of K1F phage lysis, E. coli UTI89, bacterial capsule biogenesis inhibitors, alamar blue (AID 488966) | E. coli UTI89 K1F phage lysis, alamar blue, 2 h; higher % means a stronger effect | inhibition, % at 100 µM, or IC50 in µM where a hit was titrated | 340,000 compounds, 0.02% hits;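 active means phage lysis inhibition, versus mean bacterial control, above a set limit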;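 further: capsule biogenesis inhibitors block K1F phage lysis so surviving cells raise fluorescence; higher fluorescence means more inhibition of phage lysis; actives were called in the ten point dose series up to 300 µM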
GPR35 arrestin U2OS = GPR35 antagonists blocking zaprinast-driven arrestin recruitment, primary screen, imaging, U2OS, beta-arrestin-GFP, zaprinast agonist (AID 2058) | U2OS GPR35 beta-arrestin-GFP translocation imaging, zaprinast antagonism; higher % means a stronger effect | G-protein coupled receptor 35 (Homo sapiens) | 290,000 compounds, 0.052% hits | inhibition, % at 10 µM; hits with a dose series show IC50 in µM;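 active means inhibition of at least 50% with at least 30 cells and total cytoplasm GFP at most 10,000,000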
RSV antiviral HEp-2 = RSV antiviral activity via CPE protection, HEp-2 cells, primary 10 µM value included (AID 2391); HEp-2 cells, RSV-induced CPE inhibition; higher % means a stronger effect; CPE inhibition, % at 10 µM; hits with a dose series show IC50 in µM; 310,000 compounds, 0.13% hits; in the data active means a potency from the dose series; further: strong numbers were not always called active
HIV fusion peptide = inhibitors of HIV fusion peptide binding, primary screen, biochemical, uHTS, fluorescence dequenching (AID 1986); cell-free peptide binding, fluorescence dequenching, 30 min; higher % means a stronger effect; inhibition, % at 20 µM, or IC50 in µM where a hit was titrated; 290,000 compounds, 0.3% hits; in the data active means inhibition mostly above about 52%, no sharp cut-off; inactive means mostly below about 76%; further: some results filed as inactive read as strong as hits
SV40 large T antigen = SV40 large T antigen inhibitors, biochemical (AID 1903); SV40 large T antigen ATPase/helicase inhibition assay; higher % means a stronger effect; inhibition, % at 20 µM; hits with a dose series show IC50 in µM; 310,000 compounds, 0.39% hits; in the data active means a potency from the dose series; further: strong numbers were not always called active
Dengue-2 NS5 capping = Dengue-2 NS5 methyltransferase inhibitors, primary screen, biochemical, confirmation dose response (AID 588689); 340,000 compounds, 0.3% hits; Dengue-2 NS5 methyltransferase capping enzyme assay, biochemical; higher % means a stronger effect; inhibition, % at 25 µM; hits with a dose series show IC50 in µM; Genome polyprotein (Dengue virus type 2 (strain 16681-PDK53)); in the data active means a potency from the dose series
PhoP inhibition = inhibitors of PhoP regulon expression, primary screen, Salmonella Typhimurium, GFP reporter (AID 1863); 300,000 compounds, 0.16% hits; one-dose inhibition, % at 50 µM; IC50 in µM for titrated hits; S. Typhimurium PhoP-regulated promoter GFP reporter, 4 h; higher % means a stronger effect;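 active means inhibition over 29.93%, a cutoff 3 SD above the screen mean, later confirmed by dose response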;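 further: 0% = low Mg2+ inducing control and 100% = high Mg2+ repressing control; strong numbers were not always called active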
MgcRacGAP inhibition = MgcRacGAP GTPase-activating activity inhibitors, confirmation, biochemical, ADP Hunter fluorescence | Rac GTPase-activating protein 1 (Homo sapiens) | MgcRacGAP-stimulated Rac1 GTP hydrolysis, ADP Hunter fluorescence; higher % means a stronger effect; GST-tagged Rac1 F28L mutant substrate | one-dose inhibition, % at 30 µM; IC50 in µM for titrated hits | 340,000 compounds, 0.6% hits | AID 624330, 2012;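 active means first-screen hits whose inhibition reached a set limit at any dose in the follow-up dose series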;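 further: fluorescence reports GDP produced by GAP-driven GTP hydrolysis; strong numbers were not always called active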
GPR55 LPI antagonism = GPR55 antagonists blocking LPI-driven arrestin recruitment, primary screen, imaging, U2OS, beta-arrestin-GFP, LPI agonist (AID 2013). U2OS GPR55 beta-arrestin-GFP translocation imaging, LPI antagonism; higher % means a stronger effect. one-dose inhibition, % at 10 µM; IC50 in µM for titrated hits. 290,000 compounds, 0.13% hits;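 active means spots per cell inhibited over 60%, with over 100 cells counted and total cytoplasm intensity under 500,000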;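 further: U2OS cells stably carrying GPR55 and arrestin-GFP stimulated by 5 µM LPI near EC80; imaged beta-arrestin-GFP aggregate spots per cell after agonist stimulation; plate controls were LPI-stimulated DMSO wells for no effect and DMSO wells without LPI for full effect; some results filed as inactive read as strong as hits; confirmed hits need IC50 under 10 µM and bright autofluorescent wells are also inconclusive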
Dengue-2 NS5 capping pilot replicate = further read-out of Dengue-2 NS5 capping, marked with its call; inhibition, %; measured here: pilot screen replicate inhibition
Numbers without * were called inactive; . = not tested or not shown; [ ] = remark or other dose. An unsorted share of the library. Share with any hit: about 1.5%.

SMILES	UTI89 phage lysis	GPR35 arrestin U2OS	RSV antiviral HEp-2	HIV fusion peptide	SV40 large T antigen	Dengue-2 NS5 capping	PhoP inhibition	MgcRacGAP inhibition	GPR55 LPI antagonism	others
CC1(C)CC(=O)c2sc(NS(=O)(=O)c3ccccc3)nc2C1	0.5%	20%	1.6%	3.3%	5%	.	2%	3%	-6%
COc1ccccc1CCNC(=O)CSc1ccc(-c2ccco2)nn1	0.3%	-6%	2.1%	22%	8%	-2%	3%	10%	1%
O=C(/C=C/c1ccc2ccccc2n1)c1cc(Br)ccc1O	0.1%	5%	1.4%	7.2%	11%	-29%	-3%	-8%	9%
CSc1nnc(-c2cnccn2)n1Cc1ccccc1	-0.3%	-14%	1.2%	-1.3%	1%	-9%	-2%	9%	7%
CCOC(=O)c1cc(C#N)c(Oc2ccccc2)nc1-c1ccccc1	0.1%	0%	6.5%	-0.7%	-4%	-8%	0%	-9%	1.7µM*
CCN1CCCC1CNC(=O)c1csc2c1CCCC2 (configuration not stated)	0.1%[50 µM]	-9%	-0.8%	0.5%	9%	-3%	5%	-1%	12%
COc1ccc(OC)c(NC(=S)N2CCCC2)c1	0.1%	0%	0.8%	-2.7%	18%	-5%	0%	5%	-2%
CCCCC(C(=O)OCC)C(N)Cc1ccc(F)cc1 (configuration not stated)	0.6%	-4%	0.5%	-4.0%	4%	0%	3%	6%	-13%
O=C1C=C(c2cccc(Cl)c2)C[C@@H](c2ccc3c(c2)OCO3)C1	0.1%	.	2.1%	.	.	-6%	.	5%	.
Cc1cc(C(=O)Nc2ccc(Br)cc2)c2ccccc2n1	0.1%	-6%	6.3%	2.5%	9%	2%	-8%	13%	6%	Dengue-2 NS5 capping pilot replicate=-0.9
CCn1cc(C(=O)O)c(=O)c2cnc(N3CCN(C(=S)NC(=O)c4ccccc4)CC3)nc21	0.4%	1%	-0.5%	-0.4%	7%	2%	18%	5%	11%
Cc1cn2c(-c3ccc(Cl)cc3)nnc2s1	-5.4%	-27%	-0.1%	1.9%	3%	-2%	5%	-3%	11%
CC1(C)Cc2c(c(N3CCOCC3)nc3snc(NC(=O)c4ccccc4)c23)CO1	-0.6%	6%	-0.4%	0.8%	5%	-3%	-9%	2%	-8%
O=C(O)c1cccn1Cc1ccccc1F	3.2%	5%	1.3%	1.9%	15%	-4%	-45%	8%	8%
Cc1ccc(-n2ccc(=O)c(C(=O)Nc3ccc(S(=O)(=O)Nc4nccc(C)n4)cc3)n2)cc1	0.2%	-24%	1.2%	8.2%	12%	10%	-10%	-2%	12%
CCC1CCCCN1CCCNC(=O)Cn1nc(C)n2nc(-c3ccccc3)cc2c1=O (configuration not stated)	-0.1%	2%	-1.1%	-1.2%	10%	-6%	-2%	7%	16%
CCCNC(=O)N1CCC(C(=O)c2cccc(F)c2)CC1	0.4%	2%	0.0%	1.4%	9%	4%	0%	0%	21%
O=C(Oc1cccc2cccnc12)c1cccs1	-2.3%	-6%	2.1%	-1.0%	4%	-1%	-7%	-2%	-1%
O=C1[C@@H]2Cc3c([nH]c4ccccc34)C(c3ccccc3)N2C(=O)CN1C1CC1 (some centres not stated)	0.1%	-4%	-1.1%	-0.2%	16%	-4%	.	8%	8%
CCCCn1c(N)c(-c2nc3ccccc3o2)c2c([N+](=O)[O-])nn(CC)c(=O)c21	0.1%	-1%	-0.7%	-3.0%	7%	-1%	3%	2%	5%
O=C(COC(=O)c1ccccc1)Nc1ccccc1Br	0.5%	-4%	0.6%	0.0%	16%	-7%	-9%	8%	-5%
O=S(=O)(c1ccc(Br)cc1)n1ccc2ccccc21	0.1%	8%	0.1%	0.1%	7%	0%	4%	6%	14%
Cc1noc(C)c1S(=O)(=O)Nc1ccc(C(=O)NCc2ccccc2)cc1	0.2%	-4%	3.5%	3.4%	1%	-14%	-7%	-1%	14%
S=C(Nc1ccccc1)Nc1ccccc1Br	0.2%	0%	-0.5%	-1.8%	17%	-13%	-8%	14%	10%
CC(C)(C)CN1C(=O)C(=O)NC[C@H]1Cc1ccc(O)cc1	0.5%	4%	-0.4%	-1.9%	4%	-6%	2%	11%	4%
C[C@@]12CCC=C[C@H]1[C@H](c1ccc(C(F)(F)F)cc1)N(Cc1ccccc1)C2=O	0.2%	-10%	-2.3%	0.5%	21%	-6%	-3%	4%	6%
Clc1ccc(-c2cnc3ccccc3n2)cc1	6.1%	-1%	15%	1.0%	6%	-4%	-13%	11%	-1%
Cc1nn(-c2ccccc2)c(C)c1/C=N/NC(=O)c1ccccc1NS(=O)(=O)c1cccs1	-1.4%[50 µM]	4%	9.3%	13%	12%	11%	5%	6%	-4%
Cc1ccccc1NC(=O)Cc1nc(COC(=O)COc2cccc(C)c2C)cs1	0.7%[50 µM]	.	-0.3%	.	14%	0%	-8%	2%	.
CCOC(=O)CSc1nc2ccc(Nc3nc(N4CCOCC4)nc(N4CCOCC4)n3)cc2s1	0.1%	9%	-1.1%	-4.7%	7%	-4%	1%	0%	47%
Cc1cccc(CN2C[C@]34CC[C@@H](C[C@@H]3S2(=O)=O)O4)c1	0.2%	2%	1.5%	1.4%	14%	-4%	-2%	7%	13%
COc1ccc(C2NCCc3c2[nH]c2ccccc32)cc1CN1CCc2cc(OC)c(OC)cc2C1C (configuration not stated)	1.6%	3%	.	-0.2%	.	-4%	3%	15%	-39%
CC(C)c1ccc(N=C2NN=C(c3cccs3)CS2)cc1	-0.3%	5%	0.0%	-0.9%	7%	-34%	-6%	7%	-4%
Cc1nc(OCC(C)C)c2sc3nc4c(cc3c2n1)COC(C)(C)C4	.	0%	3.7%	0.5%	4%	.	-5%	.	1%
CCOC(=O)c1oc2c(O)c(O)ccc2c(=O)c1-c1nncn1-c1ccccc1	1.3%	8%	1.8%	28%	32%	24%	0%	15%	7%
CCOc1cc(NC(=S)NC)c(OCC)cc1NC(=O)c1ccco1	-9.6%	-8%	2.4%	-1.5%	10%	0%	1%	1%	8%
COc1ccc(C2N(S(=O)(=O)c3ccc(C)cc3)CCN2S(=O)(=O)c2ccc(C)cc2)cc1	0.5%	7%	1.5%	4.4%	-4%	-6%	-9%	3%	5%	Dengue-2 NS5 capping pilot replicate=0.3
CSc1nc(N)nc(C(C)C)n1	1.1%	1%	4.4%	-0.8%	7%	4%	-1%	4%	12%
CCC(=O)Nc1ccc(C(=O)Nc2ccc3c(c2)C(=O)N(CC2CCCO2)C3=O)cc1 (configuration not stated)	0.9%	16%	0.8%	3.5%	2%	-8%	-7%	5%	9%
CCCc1cc(=O)oc2cc(C)cc(OC(C)C(=O)NCC3CCC(C(=O)O)CC3)c12 (configuration not stated)	1.4%	-11%	1.8%	2.6%	0%	1%	2%	7%	-1%
Cc1cccc(N2C(=O)SC(N(C)c3ccccc3)C2=O)c1 (configuration not stated)	0.0%	0%	0.1%	1.3%	-7%	-1%	-7%	7%	4%
CC1CC2(C)Oc3ccccc3C3OCC1(CO)C(C)C32 (configuration not stated)	2.0%	-1%	-0.8%	-0.1%	14%	1%	2%	12%	4%
COc1ccc(CN2C(=O)CSC2c2ccccn2)cc1 (configuration not stated)	-0.7%	11%	.	-1.5%	13%	4%	-2%	1%	-4%
CCc1nnc(NC(=O)C2CCCN2S(=O)(=O)c2ccc(F)cc2)s1 (configuration not stated)	0.4%	7%	1.0%	0.3%	0%	-8%	5%	4%	-5%
O=C(COC(=O)c1ccc(O)cc1O)Nc1ncc(Cl)cc1Cl	0.4%[50 µM]	.	2.0%	.	24%	13%	2%	1%	.

Molecules shown so far that have a Cl atom, in the order listed:
SMILES	UTI89 phage lysis	GPR35 arrestin U2OS	RSV antiviral HEp-2	HIV fusion peptide	SV40 large T antigen	Dengue-2 NS5 capping	PhoP inhibition	MgcRacGAP inhibition	GPR55 LPI antagonism	others
O=C1C=C(c2cccc(Cl)c2)C[C@@H](c2ccc3c(c2)OCO3)C1	0.1%	.	2.1%	.	.	-6%	.	5%	.
Cc1cn2c(-c3ccc(Cl)cc3)nnc2s1	-5.4%	-27%	-0.1%	1.9%	3%	-2%	5%	-3%	11%
Clc1ccc(-c2cnc3ccccc3n2)cc1	6.1%	-1%	15%	1.0%	6%	-4%	-13%	11%	-1%
O=C(COC(=O)c1ccc(O)cc1O)Nc1ncc(Cl)cc1Cl	0.4%[50 µM]	.	2.0%	.	24%	13%	2%	1%	.

Going on with the list.
SMILES	UTI89 phage lysis	GPR35 arrestin U2OS	RSV antiviral HEp-2	HIV fusion peptide	SV40 large T antigen	Dengue-2 NS5 capping	PhoP inhibition	MgcRacGAP inhibition	GPR55 LPI antagonism	others
Nc1cc(C(=O)OCC(=O)N2CCC(Cc3ccccc3)CC2)ccc1Cl	0.5%[50 µM]	.	-0.8%	.	.	4%	.	5%	.
Cc1ccc(C2CC(c3cccs3)=NN2C(=O)c2ccco2)o1 (configuration not stated)	0.1%	-9%	4.3%	-1.9%	4%	-6%	-9%	9%	-12%
COC(=O)CSc1snnc1-c1ccc(Cl)c(Cl)c1	-1.3%	4%	3.4%	0.6%	14%	-4%	2%	14%	19%
COC(=O)c1cccc(-n2cnnn2)c1	0.3%	8%	1.3%	0.4%	2%	-5%	13%	7%	-5%
O=S(=O)(NCCC1=CCCCC1)c1ccccc1Cl	-0.7%	.	0.2%	.	.	-1%	.	1%	.
CC(NC(=S)Nc1cccc(C(F)(F)F)c1)C(C)(C)C (configuration not stated)	1.0%	-11%	-0.2%	1.4%	11%	4%	3%	1%	6%
COCCCNC(=O)C1CCCN(C(=O)Nc2ccc(OC)cc2)C1 (configuration not stated)	0.2%	-3%	3.2%	0.7%	1%	1%	2%	12%	9%
Cc1ccc(-c2csc(NC(CO)c3nc4ccccc4n3CCOCCO)n2)cc1 (configuration not stated)	1.9%	.	2.8%	.	35%	-2%	-1%	13%	.
CCc1nnc(NC(=O)CCn2cnc3ccccc3c2=O)s1	.	-6%	0.0%	0.9%	4%	.	8%	.	-6%
CCOC(=O)[C@@H]1[C@H]2COc3ccc(Br)cc3[C@H]2N2C(=O)N(c3ccc(F)cc3)C(=O)[C@@]12C	0.8%	-3%	-0.1%	0.0%	0%	-2%	7%	6%	4%
Cc1ccc(CNC(=O)c2ccc(CS(=O)Cc3ccccc3Cl)o2)cc1 (configuration not stated)	-0.2%	1%	2.0%	0.4%	11%	-9%	-3%	-4%	-5%
CC(C)OC(=O)CC1C(=O)NCCN1C(=S)NC(=O)c1ccc(F)cc1 (configuration not stated)	-0.1%	15%	-0.6%	1.4%	15%	0%	-9%	0%	1%
